TRPC4 inh = inhibitors of mouse TRPC4 channel | Q9QUQ5 | HEK293 TRPC4beta/mu-opioid, DAMGO-evoked Fluo4 calcium flux; active compounds read low | B-score at 10 µM | actives 0.39% (n = 300,000) | AID 2247;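 active means B-score over 3 SD under the library average, no early fluorescence shift, positive overall ratio signal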
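Assay system: HEK293 cells with stable TRPC4beta plus mu-opioid receptor expression. Dosing: single dose. Measured by: Fluo4 Ca2+ flux fluorescence. Also added: DAMGO in two steps, submaximal then maximal. Read-out: B score from integrated Fluo4 fluorescence ratio.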
TRPC6 inh = mouse TRPC6 channel inhibition | HEK293-TRPC6, membrane potential dye, ACh-evoked depolarization; active compounds read low | B-score at 10 µM | actives 1.1% (n = 310,000) | AID 2553;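 active means B-score under library mean minus 3 SD, initial fluorescence not abnormally high, positive integrated signal ratio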;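 further: B-score derived from integrated fluorescence ratio over the kinetic read; more negative B-score means stronger inhibition of depolarization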
MrgX1 allo act = human MrgX1 positive allosteric modulation, primary screen. Q96LB2. MrgX1-HEK293, Fluo-4 calcium flux, FDSS; active compounds read high. B-score at 10 µM. actives 0.63% (n = 310,000). AID 588675;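 active means plate-corrected calcium response at least 3 library SD above typical, normal starting fluorescence, not activating the receptor alone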;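 further: compound read alongside a low EC10 to EC30 dose of BAM8-22 agonist; peak minus trough fluorescence over baseline measured at the second addition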
Target sequence (Q96LB2 whole entry, looked up): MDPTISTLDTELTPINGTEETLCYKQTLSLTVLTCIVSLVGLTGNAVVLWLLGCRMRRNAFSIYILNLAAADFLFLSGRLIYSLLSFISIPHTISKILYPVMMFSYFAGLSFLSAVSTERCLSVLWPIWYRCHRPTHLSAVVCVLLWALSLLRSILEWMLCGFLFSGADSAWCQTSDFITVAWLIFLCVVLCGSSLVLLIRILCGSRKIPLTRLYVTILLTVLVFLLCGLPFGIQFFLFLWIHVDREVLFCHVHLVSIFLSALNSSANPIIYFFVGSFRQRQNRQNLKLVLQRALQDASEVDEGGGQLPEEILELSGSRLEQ
SKKanGAS inh = SKKanGAS growth inhibition; S. pyogenes SKKanGAS, kanamycin growth, BacTiter-Glo, 6 h; inhibition, % at 7.5 µM; actives 1.3% (n = 300,000); AID 1662;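 active means mean replicate score, as percent of positive control median, at least 50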;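 further: strain carries kanamycin resistance gene driven by streptokinase promoter and grows in 40 µg/ml kanamycin; loss of luminescence reflects streptokinase promoter inhibition or plain growth inhibition; 0% = median of DMSO wells and 100% = positive control at its reference dose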
HIF act = HIF pathway transcriptional activation; U2OS HRE-luciferase reporter, luminescence; normalized: DMSO 0%, desferrioxamine 100%; activation, % at 7.5 µM (by protocol); AID 1910; actives 0.32% (n = 300,000);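 active means mean activation of at least 10% of the iron chelator positive control signal, with at least half of replicates also reaching 10%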
Platelet DG rel = platelet dense granule release activity; human platelet-rich plasma, SFLLRN dense granule ATP release, luminescence; inhibition, %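 (compounds screened at 7.5 µM in platelet-rich plasma)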; actives 0.22% (n = 300,000);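 active means mean replicate score, as percent of positive control, at or above 50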
MrgX1 antag = human MrgX1 receptor antagonism, primary screen. Q96LB2. MRGX1-HEK293 calcium flux, Fluo-4, BAM8-22 antagonism; active compounds read low. B-score at 10 µM. actives 1.3% (n = 310,000). AID 588676;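 active means calcium-response B-score plate-corrected more than 3 library SD below zero, starting fluorescence within 5 deviations, no agonist response on first addition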;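 further: peak minus trough fluorescence over baseline after final BAM8-22 challenge near maximal dose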
RGS4 pot = potentiators or activators of RGS4. HEK293 M3R/inducible RGS4, carbachol calcium flux Fluo4; active compounds read low. B-score at 10 µM. actives 0.92% (n = 310,000). AID 463111;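 active means B-score of the integrated calcium signal more than 4 SD below the library mean, with starting fluorescence not abnormally high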;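 further: negative B-score means reduced calcium response which marks RGS4 activation or potentiation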
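Material: Inducible-RGS4 HEK293 cells carrying M3 receptor; also added: carbachol at ECmax as muscarinic agonist stimulus; incubation: compound preincubation 20 min at room temperature before agonist; signal: Fluo4-AM (2 µM) calcium-flux fluorescence, kinetic read; measure: integrated calcium ratio converted to B score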
RGS4 inh = inhibitors of human RGS4; P49798; HEK293 M3R/RGS4 inducible, Fluo-4 calcium flux; active compounds read high; triggered by carbachol at its EC20; B-score at 10 µM; actives 0.45% (n = 310,000);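 active means B-score, a plate-corrected calcium signal, over three deviations above library mean, with baseline fluorescence within five deviations of library mean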;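 further: RGS4 expression induced by doxycycline in cells with stable M3 receptor; B-score is computed from the integrated fluorescence ratio over baseline after carbachol; higher B-score means a larger calcium signal and so more RGS4 inhibition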
Target sequence (P49798 whole entry, looked up): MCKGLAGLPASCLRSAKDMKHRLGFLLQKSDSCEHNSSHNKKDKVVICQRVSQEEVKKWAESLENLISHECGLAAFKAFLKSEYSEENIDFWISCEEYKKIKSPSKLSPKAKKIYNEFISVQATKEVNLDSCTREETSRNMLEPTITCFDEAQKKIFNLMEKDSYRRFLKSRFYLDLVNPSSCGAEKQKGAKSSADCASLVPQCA
MrgX1 ag = activates human MrgX1 receptor signaling; Q96LB2; MrgX1-HEK293 cells, Fluo-4 calcium fluorescence, agonist mode; active compounds read high; B-score at 10 µM; actives 0.44% (n = 310,000); AID 588627;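 active means calcium response B-score plate-corrected fluorescence ratio at least 3 library SD, with starting fluorescence B-score inside 5 SD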
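Material: HEK293 cells stably expressing human MrgX1 receptor | Quantity: 15,000 cells per well | Times: Cells plated overnight, dye loaded 0.5 h 37 °C, 0.5 h room temperature | Measured by: Kinetic Fluo-4 NW fluorescence of intracellular calcium | Control set: Positive and negative controls per plate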
TRPC6 act = mouse TRPC6 channel activation; HEK293-TRPC6 membrane potential dye fluorescence; active compounds read high; B-score at 10 µM; actives 0.13% (n = 310,000);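 active means B-score of the integrated fluorescence ratio above library mean plus 3 SD, and starting fluorescence ratio within library mean plus 5 SD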;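 further: higher score means more depolarization so channel activation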
Numbers without * were called inactive; i = inactive; · = no result given.

The line under a structure holds: TRPC6 inh, RGS4 inh, SKKanGAS inh, MrgX1 ag, MrgX1 allo act, Platelet DG rel, RGS4 pot, TRPC6 act, HIF act, MrgX1 antag, TRPC4 inh
1) Cc1c(C(C)NC(=O)c2ccc3nc(Cc4ccccc4F)oc3c2)cnn1C (stereo not drawn)
    i, i, 1, i, i, 8, i, i, -0.3, i, i
2) O=C(N/N=C/c1ccncc1)c1cccc(NC(=O)c2ccccc2Cl)c1
    i, i, 9, i, i, 1, i, i, -0.1, i, i
3) Cc1cc2ccccn2c1C(=O)c1ccc([N+](=O)[O-])o1
    i, i, 9, i, i, 10, i, i, 0.1, i, i
4) O=C(CCc1ccccc1)NCCSc1ccccc1
    i, i, -4, i, i, -5, i, i, 4.3, i, i
5) COCCNC(=O)c1ccc(-n2c(SCc3ccncc3)nc3ccccc3c2=O)cc1
    i, i, 6, i, i, 16, i, i, 0.2, i, i
6) O=C(N/N=C/c1ccccn1)C1CC1
    i, i, -18, i, i, -6, i, i, 0.0, i, i
7) CCOC(=O)COc1ccc(CCNC(C)=O)cc1
    i, i, -18, i, i, -1, i, i, 0.1, i, i
8) Cc1ccc(N2CCN(C(=O)c3ccccc3NC(=O)/C=C\C(=O)O)CC2)cc1
    i, i, -2, i, i, -22, i, i, 0.3, i, i
9) CCOC(=O)c1ccc(NC(=S)N2CCN(Cc3ccccc3)CC2)cc1
    i, i, -4, i, i, 7, i, i, 0.0, i, i
10) Cn1c(=O)c2c(nc(Br)n2CCCc2ccccc2)n(C)c1=O
    i, i, 5, i, i, 2, i, i, 0.0, i, i
11) O=C1c2ccccc2C(=O)N1CCCc1nc(-c2ccccc2)no1
    i, i, 2, i, i, -8, i, i, 0.1, i, i
12) CCN1C(=O)CC(NC2CCN(C(=O)c3ccc(F)cc3)CC2)C1=O (stereo not drawn)
    i, i, 3, i, i, -45, i, i, -0.4, i, i
13) COc1cccc(NC(=O)CCC2CCN(C(=O)c3c(C)noc3C)CC2)c1
    i, i, -7, i, i, -6, i, i, 0.1, i, i
14) O=C(CSc1ccc(Cl)cc1)Nc1ccc(-c2nc3ccccc3[nH]2)cc1
    i, i, 5, i, i, 17, i, i, -4.3, i, i
15) CCOc1ccc(S(=O)(=O)Nc2cccc(-c3ccc(N4CCCCCC4)nn3)c2)cc1
    i, i, 20, i, i, -3, i, i, 1.2, i, i
16) OCc1cn(-c2ccccc2)nc1-c1cc2ccccc2o1
    i, i, -9, i, i, -1, i, i, 1.8, i, i
17) COc1cc([N+](=O)[O-])cc(/C=N/NC(=O)Cn2nc(C)cc2C)c1O
    i, i, 2, i, i, 10, i, i, -1.1, i, i
18) Cc1ccc(S(=O)(=O)N2CCCC(C(=O)NCCC(C)C)C2)cc1 (stereo not drawn)
    i, i, 1, i, i, -6, i, i, -0.4, i, i
19) NS(=O)(=O)CCCc1ccccc1
    i, i, -2, i, i, 1, i, i, 0.1, i, i
20) O=S(=O)(NCc1csc(-c2ccccc2)n1)c1ccc(Cl)s1
    i, i, -10, i, i, 2, i, i, -0.4, i, i

Next section:
The line under a structure holds: TRPC6 inh, RGS4 inh, SKKanGAS inh, MrgX1 ag, MrgX1 allo act, Platelet DG rel, RGS4 pot, TRPC6 act, HIF act, MrgX1 antag, TRPC4 inh
21) C/C=C\C(=O)Nc1cccc(C2=NOC3(C2)C[C@@H](C(N)=O)N(C(=O)C2(C)CC2)C3)c1 (stereo partly drawn)
    i, i, -2, i, i, -1, i, i, 0.4, i, i
22) COc1ccc(CNC(=O)C(c2ccncc2)N(C(=O)Cc2cccs2)c2ccccc2C)cc1 (stereo not drawn)
    i, i, 6, i, i, -2, i, i, -0.1, i, i
23) CN(C)C=NCCn1c(N2CCOCC2)nc2c1c(=O)n(C)c(=O)n2C
    -7.1*, i, 2, i, i, -1, i, i, -0.7, i, i
24) CCOc1ccc(CCNC(=O)C2CCN(S(=O)(=O)N3CCC(C)CC3)CC2)cc1OCC
    i, i, -5, i, i, -5, i, i, ·, i, i
25) O=C(Nc1ccc(S(=O)(=O)N2CCCC2)cc1)C1CC(=O)N(c2ccc(F)cc2)C1 (stereo not drawn)
    i, i, -5, i, i, -19, i, i, -21, i, i
26) CC(C)=CCN1CCN(Cc2cn[nH]c2C2CCCCC2)CC1CCO (stereo not drawn)
    i, i, -3, i, i, 10, i, i, -0.1, i, i
27) Cc1cccc(Nc2c(-c3ccc(O)cc3)nc3ncccn23)c1
    -5.2*, i, 13, i, i, 17, i, i, -0.8, i, i
28) O=C(CSC1=NCCS1)Nc1nc2ccccc2s1
    i, i, -5, i, i, -6, i, i, 2.0, i, i
29) FC(F)(F)c1cccc(NC(=S)N2CCN(c3ccccc3)CC2)c1
    i, i, 1, i, i, 3, i, i, 0.9, i, i
30) CCCCN(C)C(=O)C1CCCN(S(=O)(=O)c2ccc3c(c2)oc(=O)n3C)C1 (stereo not drawn)
    i, i, -2, i, i, -4, i, i, 1.3, i, i
31) CC1CCN(S(=O)(=O)c2ccc3c(c2)c(=O)c(C(=O)NCc2ccco2)cn3C)CC1
    i, i, 4, i, i, -16, i, i, -0.5, i, i
32) CCSCCOC(=O)C1=C(C)N(C)C(=O)NC1c1cc(OC)ccc1OC (stereo not drawn)
    i, i, -14, i, i, -7, i, i, 0.2, i, i
33) Cc1sc(NC(=O)c2ccco2)c(CN2CCC(C)CC2)c1C
    i, i, 4, i, i, -2, i, i, 51*, i, i
34) CC(C)(C)C(=O)Nc1ccc(C(=O)OC2CCCCC2)cc1
    i, i, -1, i, i, -29, i, i, 1.0, i, i
35) CC(C)CC(NC(=O)C1CCCN1C(=O)[C@@H](C)NC(=O)OCc1ccccc1)C(=O)NCC(N)=O (stereo partly drawn)
    i, i, 0, i, i, 1, i, i, -0.1, i, i
36) O=C(/C=C/c1cccc([N+](=O)[O-])c1)NCC1CCCO1 (stereo not drawn)
    i, i, -11, i, i, -3, i, i, -0.2, i, i
37) CCCN(CC(=O)Nc1ccc(Cl)cc1Cl)Cc1cc(=O)n2ccsc2n1
    i, i, -1, i, i, 2, i, i, -0.2, i, i
38) O=C(Nc1ccc(Cl)c(-c2nc3ccccc3[nH]2)c1)c1ccc2c(c1)OCO2
    i, i, 17, i, i, 5, i, i, 0.8, i, i
39) CCOC(=O)CSc1ccc2nnc(-c3cccnc3)n2n1
    i, i, 2, i, i, -29, i, i, -0.4, i, i
40) COc1cc(/C=N/Nc2nc(Nc3ccccc3)nc(N3CCCCC3)n2)ccc1OCC(=O)O
    i, i, 44, i, i, 6, i, i, 0.3, i, i

A different layout for part of the listing above:
no. | Molecule | TRPC6 inh | RGS4 inh | SKKanGAS inh | MrgX1 ag | MrgX1 allo act | Platelet DG rel | RGS4 pot | TRPC6 act | HIF act | MrgX1 antag | TRPC4 inh
34 | CC(C)(C)C(=O)Nc1ccc(C(=O)OC2CCCCC2)cc1 | i | i | -1 | i | i | -29 | i | i | 1.0 | i | i
21 | C/C=C\C(=O)Nc1cccc(C2=NOC3(C2)C[C@@H](C(N)=O)N(C(=O)C2(C)CC2)C3)c1 (stereo partly drawn) | i | i | -2 | i | i | -1 | i | i | 0.4 | i | i

Next part
The line under a structure holds: TRPC6 inh, RGS4 inh, SKKanGAS inh, MrgX1 ag, MrgX1 allo act, Platelet DG rel, RGS4 pot, TRPC6 act, HIF act, MrgX1 antag, TRPC4 inh
41) Cc1cc(Cl)ccc1NC(=S)Nc1ccccn1
    i, i, -2, ·, ·, 0, i, i, 1.9, ·, i
42) CCCN1C(=O)/C(=C/c2ccc(C)o2)SC1=Nc1ccc(OC)cc1
    i, i, -2, i, i, -3, i, i, -0.1, i, i
43) CCOC(=O)c1sc(NC(=O)CSc2nnc(C(C)C)n2CC)nc1C
    i, i, 7, i, i, 2, i, i, 0.1, i, i
44) Cc1cc(C)cc(NC(=O)[C@H](Cc2c[nH]c3ccccc23)NC(=O)[C@@H]2Cc3ccccc3CN2)c1
    i, i, 5, i, i, -1, i, i, 0.3, i, i
45) COc1ccccc1NS(=O)(=O)c1cccc(C(=O)N/N=C/c2c(C)nn(-c3ccccc3)c2N2CCCC2)c1
    i, i, 25, i, i, 3, i, i, 0.0, i, i
46) O=C(O)CC(c1ccc(Br)cc1)N1Cc2ccccc2C1=O (stereo not drawn)
    i, i, 0, i, i, -1, i, i, 0.9, i, i
47) CCc1ccc(NC(=O)c2cc(S(=O)(=O)N3CCc4ccccc43)cn2C)cc1
    i, i, 12, i, i, 7, i, i, -0.2, i, i
48) O=C(NCc1ccccc1)C1CCC(=O)N(CCN2CCOCC2)C1 (stereo not drawn)
    i, i, 7, i, i, -3, i, i, 0.6, i, i
49) O=C1CCCC(O)=C1C1C2=C(CCCC2=O)OC2=C1C(=O)CCC2
    i, i, -3, i, i, 4, i, i, -0.2, i, i
50) Cc1ccc(/C=C2\SC(=S)N(CCC(=O)NNC(=O)c3ccncc3)C2=O)cc1
    i, i, -1, i, i, 4, i, i, -2.8, i, i
51) Cc1ccc(-c2nnc(SCC(=O)NC3CCCc4ccccc43)n2N)cc1 (stereo not drawn)
    i, i, 7, i, i, 5, i, i, 0.4, i, i
52) Cc1cccc(Cc2cnc(NC(=O)C3=NCCN3)s2)c1
    i, i, 3, i, i, 0, i, i, -0.3, i, i
53) CCn1cc(C(=O)NCc2ccco2)c(=O)c2cc(F)c(N3CCN(C(=O)c4ccco4)CC3)cc21
    i, i, 25, i, i, -2, i, i, -0.1, i, i
54) Cc1cc(C)cc(NC(=S)NC2CC3CCCC(C2)N3C2CC2)c1 (stereo not drawn)
    i, i, -7, i, i, -1, i, i, -1.2, i, i
55) CN(CC(=O)Nc1ccc(F)cc1)C(=O)COC(=O)c1cc(S(=O)(=O)N(C)C)ccc1N1CCCC1
    i, i, 8, i, i, -14, i, i, 0.8, i, i
56) CS(=O)(=O)N(CC(=O)N1CCCCCC1)c1cccc(Br)c1
    i, i, -8, i, i, 4, i, i, 0.0, i, i
57) CCOC(=O)c1[nH]c(C)c(C(=O)N2CCCC(Nc3ccc(C)c(C)c3)C2)c1C (stereo not drawn)
    i, i, -1, i, i, -1, i, i, -0.1, i, i
58) CCCC(C(=O)N1CCOCC1)N1C(=O)C2C3C=CC(C3)C2C1=O (stereo not drawn)
    i, i, 3, i, i, 0, i, i, -0.4, i, i

Bioassay records: PubChem BioAssay, several laboratories
